PTHR1 agonist: qHTS for PTHR1 Agonists: Primary Screen | Parathyroid hormone/parathyroid hormone-related peptide receptor (Homo sapiens), Q03431 | HEK293 GP2 PTHR1 cells, GloSensor cAMP luminescence, 1 h | Potency, µM (top dose mostly 115 µM), for the others: at the top dose activation, hits mostly activators | actives 0.075% (n = 410,000) | AID 743266, 2014; note: potency is the fitted concentration of half-maximal effect; nearly all actives have a fitted effect of over 55% in size; some results filed as inactive show a strong effect at the top dose; inactives centre near -15; many of its hits are not listed in these tables
Target sequence (Q03431 whole entry, looked up): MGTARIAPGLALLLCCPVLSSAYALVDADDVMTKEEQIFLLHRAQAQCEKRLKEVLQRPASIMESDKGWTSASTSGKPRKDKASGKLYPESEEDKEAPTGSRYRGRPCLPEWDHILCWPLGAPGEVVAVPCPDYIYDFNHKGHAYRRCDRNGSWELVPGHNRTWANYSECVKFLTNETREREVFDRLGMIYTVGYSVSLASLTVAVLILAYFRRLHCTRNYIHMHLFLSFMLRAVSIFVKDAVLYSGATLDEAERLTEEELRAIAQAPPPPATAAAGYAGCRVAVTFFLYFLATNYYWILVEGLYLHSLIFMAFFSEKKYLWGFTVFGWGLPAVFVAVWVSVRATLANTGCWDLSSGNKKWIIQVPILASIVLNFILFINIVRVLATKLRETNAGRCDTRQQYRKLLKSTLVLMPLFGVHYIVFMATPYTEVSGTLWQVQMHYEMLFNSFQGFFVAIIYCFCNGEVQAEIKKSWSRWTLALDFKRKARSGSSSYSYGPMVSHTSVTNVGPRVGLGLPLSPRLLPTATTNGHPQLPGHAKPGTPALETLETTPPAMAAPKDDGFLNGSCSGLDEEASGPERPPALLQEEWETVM
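HEK-293-derived GP2 cells expressing PTHR1 and a GloSensor cAMP reporter, 3,000/well, plated overnight, given luciferin plus IBMX (each 0.5 mM as added) for 1 h at 37 °C, then compound for 1 h at 37 °C. Luminescence was read after 15 min at room temperature.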
KB-V1 cytotox: qHTS assay for MDR1-selective chemotherapeutics: Primary screen using the drug-selected MDR subline cells KB-V1. KB-V1 MDR cells viability, CellTiter-Glo, 72 h. actives 3.4% (n = 400,000). Potency, µM (highest dose often 46.1 µM), inactives show at the top dose activity change, negative = cytotoxicity, actives largely listed as cytotoxic. AID 1347076, 2019; note: potency is the fitted concentration of half-maximal effect; % is set by controls: 0 for no effect and ±100 for the full control effect; nearly all actives have a fitted effect of over 60% in size
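Potencies derive from concentration-effect curves fitted to normalized luminescence (CellTiter-Glo) of KB-V1 cells treated for 72 h at 37 degrees C in phenol-red-free DMEM containing 10% FBS.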
TDP43 rescue: qHTS of TDP-43 Inhibitors. Potency, µM (top dose mostly 46.1 µM), for inactives: at the highest dose growth rescue (activation), hits mostly activators. TDP-43 expressing yeast growth rescue, BacTiter-Glo, 24 h. AID 652104, 2013. actives 1.8% (n = 410,000); note: potency is the fitted concentration of half-maximal effect; % of control where 0% means no effect; nearly all actives have a fitted effect of over 50% in size
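Cell-based yeast growth screen: TDP-43 expression induced in galactose, inoculum OD600=0.02 after raffinose pregrowth to mid-log. Read-out BacTiter-Glo luminescence at 24 hr, 30 deg C; inhibition of toxicity seen as signal increase.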
GLP-1R agonist: qHTS of GLP-1 Receptor Agonists. HEK293 GLP-1R CRE-luciferase, luminescence, 4-6 h; cells express a hypersensitive GLP-1R form. Potency, µM (top dose mostly 45.6 µM), for the others: at the top dose activation, most hits filed as activators. actives 0.007% (n = 380,000). AID 624172, 2012; note: potency is the fitted concentration of half-maximal effect; % of control where 0% means no effect
GLP1R cytotox: qHTS of GLP-1 Receptor Inverse Agonists: Cytotox Screen; HEK293 cAMP-luciferase reporter cells, luminescence, 24 h; Potency, µM (doses to about 38.3 µM), without a hit: at the highest dose activity change, negative = inhibition, hits mostly inhibitors; actives 0.13% (n = 410,000); AID 624418, 2012;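 note: loss of luciferase light is scored as toxicity; potency is the fitted concentration of half-maximal effect; % is set by controls: 0 for no effect and ±100 for the full control effect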
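A 23 nL compound transfer followed 12 hours of cell culture at 37 deg C; exposure then lasted 24 hr. Luciferase assay detection reagent was dispensed and plates read for luminescence after a 12 min room-temperature wait.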
D3 ag: qHTS of D3 Dopamine Receptor Agonist: qHTS | D(3) dopamine receptor (Homo sapiens), P35462 | D3R DiscoveRx beta-arrestin cells, luminescence, 90 min | max activation, % | actives 0.58% (n = 410,000) | AID 652048, 2013; in the data active = max activation above about 30%; note: 0% is about no effect; mostly tested at two doses, the higher about 12 µM
Target sequence (P35462 whole entry, looked up): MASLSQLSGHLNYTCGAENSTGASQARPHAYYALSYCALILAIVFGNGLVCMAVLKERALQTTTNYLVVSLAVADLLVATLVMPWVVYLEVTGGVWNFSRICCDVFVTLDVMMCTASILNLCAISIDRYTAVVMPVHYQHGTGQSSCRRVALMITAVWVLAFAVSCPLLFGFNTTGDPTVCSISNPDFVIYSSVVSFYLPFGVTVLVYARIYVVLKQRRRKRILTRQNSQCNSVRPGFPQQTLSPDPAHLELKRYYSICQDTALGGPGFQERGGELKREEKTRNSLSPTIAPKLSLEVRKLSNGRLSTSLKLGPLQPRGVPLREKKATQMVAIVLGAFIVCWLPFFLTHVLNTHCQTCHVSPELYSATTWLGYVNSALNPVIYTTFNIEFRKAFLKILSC
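Agonist-mode cell screen: cells plated at 1500/well and incubated overnight at 37 °C, then exposed to library compounds for 90 min at 37 °C. Detection reagent was added for 30–60 min at room temperature, and luminescence was read.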
aSyn rescue: qHTS of alpha-syn Inhibitors; Potency, µM (highest dose often 46.1 µM), without a hit: at the highest dose growth rescue (activation), actives largely listed as activators; Yeast expressing alpha-synuclein, growth rescue, BacTiter-Glo, 24 h; AID 652106, 2013; actives 0.14% (n = 370,000); note: potency is the fitted concentration of half-maximal effect; % of control where 0% means no effect; nearly all actives have a fitted effect of over 65% in size
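Rescue of yeast growth: cells expressing toxic alpha-synuclein, induced in galactose at OD600 0.02, incubated with compound 24 h at 30 C. ATP luminescence quantified growth; inhibitors of toxicity appear as activators.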
DRD3 antagonist: qHTS of D3 Dopamine Receptor Antagonist: qHTS | D(3) dopamine receptor (Homo sapiens), P35462 | D3R cells, DiscoveRx beta-arrestin luminescence, antagonist mode; hits give low values | max response, negative = inhibition, % | actives 2.5% (n = 360,000); in the data active = max response below about -50%; inconclusive = no clear call, values can overlap the other calls; note: % is set by controls: 0 for no effect and ±100 for the full control effect; mostly tested at two doses, the higher about 12 µM
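Cells plated overnight at 1500 cells/well, then exposed to library compounds with dopamine controls for 90 minutes at 37 degrees C. DiscoveRx reagent added for 30–60 minutes at room temperature; luminescence read, quantitative HTS format.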
GLP-1R inv ag: qHTS of GLP-1 Receptor Inverse Agonists (Inhibition Mode). Glucagon-like peptide 1 receptor (Homo sapiens), P43220. HEK293 GLP-1R CRE-luciferase, luminescence, 24 h; GLP-1R form is constitutively active. Potency, µM (highest dose often 38.3 µM), without a hit: at the top dose activity change, negative = inhibition, most hits filed as inhibitors. actives 1.6% (n = 410,000); note: potency is the fitted concentration of half-maximal effect; % is set by controls: 0 for no effect and ±100 for the full control effect; nearly all actives have a fitted effect of over 55% in size
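HEK293 cells stably co-expressing constitutively active GLP-1R and a cAMP-responsive luciferase reporter were seeded in DMEM with 10% Nu serum, given compounds after 12 h, and incubated 24 h at 37 deg C. Luminescence was then read.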
* marks the source's active call; other numbers are inactive results; i = inactive; ? = inconclusive; · = not tested or not shown; & = joins results of further samples; [ ] = dose if it differs, or a comment. Unless noted, calls come from the whole dose curve; as a rule, active = well fitted curve in the direction sought with a large enough effect; inconclusive = small, poorly fitted or top-dose-only effect, or another doubt; inactive = no such curve, though single readings can be large; an effect the other way counts as inactive or inconclusive.

SMILES | PTHR1 agonist | KB-V1 cytotox | TDP43 rescue | GLP-1R agonist | GLP1R cytotox | D3 ag | aSyn rescue | DRD3 antagonist | GLP-1R inv ag
CC1CCCN(c2nc3c(-c4ccc(Cl)cc4)nnn3c3ccccc23)C1 (stereo unspecified) | i | 22% | 19% | 0% | -5% | -1 | · | · | 2%
O=Cc1ccc(-n2cncn2)cc1 | -17% | 1% | -19% | 0% | 13% | -5 | -6% | -21 | -13%
Nc1nnc(-c2ccc(F)cc2)s1 | i | 0% | -16% | 3% | 1% | -12 | 23% | -14 | 0%
C[C@@H]1CN([C@H](C)CO)C(=O)CCCn2nncc2CO[C@@H]1CN(C)S(=O)(=O)c1cccc(F)c1 | -25% | -10% | 24% | -4% | -9% | -6 | 8% | -12 | 11%
CCC(=O)Nc1nc(-c2ccc3c(c2)OCCO3)cs1 | -50%[inhibitor] | -25% | ? | -2% | -3% | 3 | -4% | 2 | -25%
NNC(=O)c1cc2nc(-c3cccs3)cc(C(F)(F)F)n2n1 | i | 0% | ? | -4% | 35%[activator] | 3 | 0% | 1 | 10%
CNC(=O)COC(=O)/C=C/c1ccc(F)cc1 | i | 3% | 16% | 1% | 0% | 1 | -9% | 16 | 22%
COc1ccc(CCNC(=O)CC(=O)N/N=C/c2ccc(C(=O)O)cc2)cc1OC | i | 0% | -21% | 4% | 9% | -16 | -10% | -1 | 5%
COc1ccccc1N(CC(=O)Nc1cccc(C(F)(F)F)c1)S(C)(=O)=O | -1% | 10% | -3% | 17% | 5% | 4 | 9% | -6 | -15%
COc1ccccc1-c1coc2cc(O)cc(O)c2c1=O | -5%[57.5 µM] | -7% | -7% | 22% | -6% | 0 | -8% | 8 | 22%

Some of the entries so far, with values under each structure:
Below each SMILES – PTHR1 agonist	KB-V1 cytotox	TDP43 rescue	GLP-1R agonist	GLP1R cytotox	D3 ag	aSyn rescue	DRD3 antagonist	GLP-1R inv ag
Nc1nnc(-c2ccc(F)cc2)s1
    i	0%	-16%	3%	1%	-12	23%	-14	0%
C[C@@H]1CN([C@H](C)CO)C(=O)CCCn2nncc2CO[C@@H]1CN(C)S(=O)(=O)c1cccc(F)c1
    -25%	-10%	24%	-4%	-9%	-6	8%	-12	11%
CCC(=O)Nc1nc(-c2ccc3c(c2)OCCO3)cs1
    -50%[inhibitor]	-25%	?	-2%	-3%	3	-4%	2	-25%

More structures follow.
SMILES | PTHR1 agonist | KB-V1 cytotox | TDP43 rescue | GLP-1R agonist | GLP1R cytotox | D3 ag | aSyn rescue | DRD3 antagonist | GLP-1R inv ag
Cc1cccc(/C=N/n2c(-c3cc(-c4ccccc4)n[nH]3)n[nH]c2=S)c1 | -27% | -25% | ? | 1% | -16% | -2 | 0% | -16 | 114%[activator]
CC(C)c1ccc(-c2nc(C(N)=O)c3c(n2)n(-c2ccc4c(c2)OCO4)c(=O)n3C)cc1 | i | -11% | 0% | -5% | 3% | 5 | -2% | · | 9%
COc1cc(C(=O)N/N=c2/sc3ccccc3n2C)cc(OC)c1OC | -2% | -16% | -10% | 13% | -22% | 24 | -1% | 3 | 0%
COc1cccc(CN2CCN(C(=O)c3oc4c(F)cccc4c3C)CC2=O)c1 | 11% | 1% | 20µM* | 14% | 10% | 5 | 1% | -6 | -2%
Cc1ccc(C)c(CSC2=NC(C)(C)Nc3ccccc32)c1 | -9% | · | 15% | · | -14% | 9 | · | · | ?
O=[N+]([O-])c1cc(-c2ncccn2)cs1 | -16% | 1% | -18%[0.397 µM] | 11% | -8% | 6 | -1% | -20 | 11%
Cc1ccc(S(=O)(=O)N(CC(=O)Nc2ccc(F)cc2F)Cc2ccc(F)cc2)cc1 | -33%[inhibitor] | -2% | -1% | 0% | -7% | -13 | · | · | -15%
COc1ccccc1C(=O)COC(=O)c1cc([N+](=O)[O-])ccc1N1CCOCC1 | -16% | ? | 11µM* | 15% | 3% | -2 | 12% | -18 | 20%
Cc1ccc(C)c(NC(=S)N2CCN(CCO)CC2)c1 | i | 11% | 11% | -8% | -14% | 0 | -1% | 7 | 4%
CCc1sc(N2C(=O)C3C4CCC(C4=C(C)C)C3C2=O)nc1-c1ccccc1 (stereo unspecified) | -26% | 12µM* | -11% | 1% | 4% | -5 | -8% | -19 | ?

Some entries already given, showing only GLP1R cytotox:
structure	GLP1R cytotox
COc1cccc(CN2CCN(C(=O)c3oc4c(F)cccc4c3C)CC2=O)c1	10%
CCc1sc(N2C(=O)C3C4CCC(C4=C(C)C)C3C2=O)nc1-c1ccccc1 (stereo unspecified)	4%

New compounds follow:
SMILES | PTHR1 agonist | KB-V1 cytotox | TDP43 rescue | GLP-1R agonist | GLP1R cytotox | D3 ag | aSyn rescue | DRD3 antagonist | GLP-1R inv ag
CCOCCn1c(=NC(=O)c2ccc3c(c2)OCCO3)sc2cc(OCC)ccc21 | i | · | ? | · | -15% | 3 | · | · | 13%
Cc1ccc(C(c2nnnn2C2CCCC2)N2CCc3ccccc32)cc1 (stereo unspecified) | -16% | 21µM* | 0% | 0% | 12% | 5 | -4% | -4 | ?
CC(=O)NCCN=C(C)c1sc2ccccc2c1O | -16% | ? | 15% | 1% | -25% | -1 | -9% | -4 | 0%
CC1CC1c1ccc(/C=C(\C#N)C(=O)Nc2cc(Cl)ccc2Cl)o1 (stereo unspecified) | i | 0% | -7% | 6% | 32%[activator] | -4 | -6% | 12 | 1%
CC(NC(=O)c1ccc(Cl)cc1Cl)C(c1ccccc1)N1CCOCC1 (stereo unspecified) | i | -12% | 16%[9.22 µM] | 9% | 5%[7.66 µM] | -6 | 5% | 2 | 5%[7.66 µM]
N=c1c2c3c(sc2ncn1N)CCCC3 | -12% | ? | -3%[0.397 µM] | -2% | -26% | -1 | 3% | 20 | ?
CCOC(=O)c1cnc2ccccc2c1Nc1ccc(C(=O)O)cc1 | -19% | -19% | -21%[0.397 µM] | 8% | -8% | -17 | 3% | -6 | -13%
Cc1ccc(-c2nnc3ccccc3c2C(=O)Nc2cccc(C(F)(F)F)c2)cc1 | ? | 16% | 3% | · | 18% | -3 | · | · | 14%
C/C=C1\C(OC2OC(CO)C(O)C(O)C2O)OC=C(C(=O)OC)C1CC(=O)OCC1C(C)C(OC(=O)CC2C(C(=O)OC)=COC(OC3OC(CO)C(O)C(O)C3O)/C2=C\C)CC1C(CO)CO (stereo unspecified) | -23% | -8% | 22% | 10% | 0% | 2 | 1% | 12 | 12%
CCNc1nc(NCc2ccccc2)nc(Oc2ccc(=O)[nH]n2)n1 | i | -12% | -16% | 6% | -14% | -2 | -8% | 0 | 0%
CC(C)N(Cc1ccccc1)C(=O)CSc1nccn1C | 0% | 0% | 15% | -3% | 3% | -1 | 6% | 5 | -17%
O=C(Oc1ccc2c3c(c(=O)oc2c1)CCCC3)c1cccs1 | i | 0% | 8% | 9% | 32%[activator] | -5 | 5% | -3 | 41%[activator]
Cc1nc(CNS(=O)(=O)c2cccc(F)c2)cs1 | -17%[57.5 µM] | -4% | -14% | -7% | 10% | -2 | -3% | -13 | -2%
CCCCCn1c(=O)[nH]c2cc(C(=O)Nc3cc(C)cc(C)c3)ccc2c1=O | i | ? | 9% | 0% | -2% | -7 | · | · | -1%
CCOc1ccc(CNCCNC(=O)c2nonc2N)cc1 | -28% | 23%&18% | 12%&-22% | -5% | -3%&-7% | -4&-19 | 7% | -6 | -1%&-14%
Cc1ccc(-c2c(CN3CCN(c4cccc(C)c4)C(C)C3)csc2C)cc1 (stereo unspecified) | -17% | · | 4% | · | -13% | -4 | · | · | -29%
CCc1ccccc1NC(=O)c1cc(S(=O)(=O)N(CC)c2ccccc2)ccc1F | i | -20% | ? | · | 0% | 3 | · | · | 11µM*
O=C(CCCl)N1CCCC2(CCCCC2)C1 | -2% | 1% | 20% | 8% | -17% | 1 | 1% | -8 | 6%
CCOC(=O)c1nc2c(=O)n(C)c(=O)n(C)c2n(C)c1=O | -2% | ? | 15% | 5% | 11% | 8 | 1% | 7 | 11%
CCOc1ccc2[nH]c3nc(SCC(=O)NC4CC4)nnc3c2c1 | -1% | 28% | 5% | 11% | -10% | -2 | 0% | 1 | 21%
Cc1ccc(NC(=O)CSc2nnc(-c3ccco3)o2)c(C)c1 | 0% | 6% | 0% | 19% | -22% | 20 | -5% | 2 | 2%
Cc1ccnc(NC(=O)c2ccco2)n1 | -16% | 0% | 0%[9.22 µM] | -1% | -2% | -10 | -6% | -14 | 11%
CCOc1ccccc1CNCCOC | i | 2% | 0% | 6% | 0% | 1 | -3% | 7 | 2%
CCN(CC(=O)Nc1c(F)cccc1F)C(=O)Cc1sc(C)nc1-c1ccc(F)cc1 | i | ? | -4% | -5% | 17% | -13 | -3% | -16 | 12%

Single records, as listed above:
`CCN(CC(=O)Nc1c(F)cccc1F)C(=O)Cc1sc(C)nc1-c1ccc(F)cc1` as listed: PTHR1 agonist = i; KB-V1 cytotox = ?; TDP43 rescue = -4%; GLP-1R agonist = -5%; GLP1R cytotox = 17%; D3 ag = -13; aSyn rescue = -3%; DRD3 antagonist = -16; GLP-1R inv ag = 12%
`CCOc1ccccc1CNCCOC` as listed: PTHR1 agonist = i; KB-V1 cytotox = 2%; TDP43 rescue = 0%; GLP-1R agonist = 6%; GLP1R cytotox = 0%; D3 ag = 1; aSyn rescue = -3%; DRD3 antagonist = 7; GLP-1R inv ag = 2%

An excerpt; rates above refer to the full screens.
